Bioassay records deposited in PubChem by The Scripps Research Institute Molecular Screening Center.
M4 PAM – CHRM4 positive allosteric modulation; hit rate 0.4% among 360,000; P08173; AID 624126; CHO-K1 hM4/Gqi5, Fluo-8 calcium fluorescence, ACh EC20; 0% = ACh EC20, 100% = maximal ACh; activation, % at 3 µM;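 active means activation above its plate's cutoff, the mean activation of sample wells plus 3 SD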; further: some results filed as inactive read as strong as hits
Target sequence (P08173 whole entry, looked up): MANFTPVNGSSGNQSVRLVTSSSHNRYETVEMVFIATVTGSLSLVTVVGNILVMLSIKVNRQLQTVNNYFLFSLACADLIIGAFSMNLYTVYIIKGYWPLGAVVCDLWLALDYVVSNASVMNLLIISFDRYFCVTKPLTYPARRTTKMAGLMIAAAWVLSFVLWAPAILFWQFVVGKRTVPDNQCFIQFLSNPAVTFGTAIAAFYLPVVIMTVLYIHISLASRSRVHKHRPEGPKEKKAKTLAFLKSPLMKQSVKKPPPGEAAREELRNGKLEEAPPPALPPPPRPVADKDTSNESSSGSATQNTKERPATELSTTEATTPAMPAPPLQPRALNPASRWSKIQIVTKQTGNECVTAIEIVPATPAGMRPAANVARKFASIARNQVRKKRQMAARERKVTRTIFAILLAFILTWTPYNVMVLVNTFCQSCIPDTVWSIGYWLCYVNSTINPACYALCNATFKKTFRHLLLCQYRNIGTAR
CHO-K1 Ca PAM – M1 PAM counterscreen hit in parental CHO-K1 cells. activation, % at 3 µM. ATP EC20, Fluo-8 calcium fluorescence; 0% at ATP EC20, 100% at ATP max. hit rate 0.02% among 360,000. AID 602247;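 active means activation above the run cutoff, the mean activation of all test compounds plus 3 SD, cut at about 40% in these data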;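 further: peak over basal fluorescence ratio in a 140 s read after ATP addition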
CHO-K1 Ca antag – M1 antagonist counterscreen hit in parental CHO-K1 cells; ATP-induced calcium, Fluo-8 fluorescence; inhibition, % at 3 µM; hit rate 0.6% among 360,000;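 active means inhibition above a per-plate cutoff, the plate's mean sample inhibition plus 3 SD, cut at about 24% in these data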;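 further: 0% = DMSO plus EC80 ATP and 100% = DMSO alone without ATP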
CHRM4 agonist – CHRM4 agonism in calcium assay. P08173. CHO-K1 hM4/Gqi5, Fluo-8 calcium fluorescence; vehicle 0%, full acetylcholine response 100%. activation, % at 3 µM. hit rate 0.14% among 360,000. AID 624127;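 active means activation above the run mean over all test wells plus 3 SD, cut at about 32% in these data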;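 further: peak over basal fluorescence ratio per well then scaled between controls; 0% = DMSO wells and 100% = acetylcholine at EC100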
M5 ag – CHRM5 agonism in calcium assay; P08912; CHO-K1 hM5 cells, Fluo-8 calcium fluorescence; 0% DMSO wells, 100% maximal acetylcholine response; activation, % at 3 µM; hit rate 0.19% among 360,000;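 active means activation above the run's mean over test compounds plus 3 SD, cut at about 23% in these data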;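 further: signal is peak over basal fluorescence ratio across the kinetic read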
Target sequence (P08912 whole entry, looked up): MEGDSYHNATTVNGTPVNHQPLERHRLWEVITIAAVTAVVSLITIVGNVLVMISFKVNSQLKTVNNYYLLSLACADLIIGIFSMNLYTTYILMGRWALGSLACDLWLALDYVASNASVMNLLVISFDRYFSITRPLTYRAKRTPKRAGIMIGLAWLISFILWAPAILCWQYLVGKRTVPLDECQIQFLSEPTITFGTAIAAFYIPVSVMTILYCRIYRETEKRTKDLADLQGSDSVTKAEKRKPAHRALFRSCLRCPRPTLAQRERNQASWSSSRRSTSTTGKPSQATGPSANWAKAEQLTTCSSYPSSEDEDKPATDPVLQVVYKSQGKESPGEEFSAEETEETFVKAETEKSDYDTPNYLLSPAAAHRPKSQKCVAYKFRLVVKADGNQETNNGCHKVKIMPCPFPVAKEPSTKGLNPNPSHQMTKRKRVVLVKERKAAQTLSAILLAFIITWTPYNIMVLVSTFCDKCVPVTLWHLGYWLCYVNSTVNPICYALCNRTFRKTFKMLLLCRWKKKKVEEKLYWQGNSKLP
CHRM5 antagonist – blocks acetylcholine activation of human M5 receptor. hit rate 0.59% among 360,000. CHO-hM5 cells, Fluo-8 calcium fluorescence, ACh EC80. P08912. inhibition, % at 3 µM;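 active means inhibition above a per-plate cutoff, the mean of that plate's test compounds plus 3 SD, cut at about 27% in these data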;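 further: 0% = acetylcholine EC80 with DMSO and 100% = DMSO without agonist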
M5 PAM – potentiates acetylcholine response at human M5 receptor | CHO-K1 hM5, Fluo-8 calcium, ACh EC20 PAM; 0% = ACh EC20, 100% = ACh EC100 | hit rate 0.3% among 360,000 | P08912 | activation, % at 3 µM;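 active means activation above the run cutoff, the mean activation of all test compounds plus 3 SD, cut at about 18% in these data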
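System: CHO-K1 cell line with stable human muscarinic M5 receptor expression | Also added: EC20 acetylcholine as agonist stimulus | Compound: One concentration, 3 µM final (nominal) | Timing: Fluo-8 loading 80 min at 37 °C plus 30 min room temperature | Measured by: Fluo-8 calcium dye fluorescence, kinetic read | Read-out basis: % activation, ACh-normalized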
CHRM4 antagonist – blocks acetylcholine activation of human M4 receptor. P08173. CHO-hM4 cells, ACh EC80, Fluo-8 calcium fluorescence. inhibition, % at 3 µM. hit rate 0.73% among 360,000;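 active means inhibition above its plate's cutoff, the mean inhibition of sample wells plus 3 SD, cut at about 27% in these data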;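 further: 0% = acetylcholine EC80 with DMSO and 100% = DMSO without agonist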
M1 ag parental – nonselective activator or artifact in parental CHO-K1 cells | Fluo-8 calcium fluorescence; scaled to maximal ATP response, vehicle zero | activation, % at 3 µM | hit rate 0.48% among 360,000 | AID 602248; in the data active means activation above about 15%;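 further: untransfected CHO-K1 host cells lacking M1 receptor as counterscreen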
An asterisk follows results filed as active. No enrichment for hits. Share with any hit: about 2.7%.

structure	M4 PAM	CHO-K1 Ca PAM	CHO-K1 Ca antag	CHRM4 agonist	M5 ag	CHRM5 antagonist	M5 PAM	CHRM4 antagonist	M1 ag parental
O=C(Nc1ccccc1F)N1CCc2ccccc2C1	11.2	-1.3	-2.8	0.6	-2.5	-7.4	-7.1	-18.6	2.3
Cc1cccc(NC(=O)CSC2=NN3CCCC(=O)N=C3S2)c1C	0.6	19.1	-7.4	1.5	0.6	3.7	-4.2	-8.0	0.3
CCN(CC)C(=O)CSc1nnc([C@@H](N)C(C)C)o1	-0.8	14.1	-8.2	0.4	1.8	12.6	-7.5	-5.8	0.2
O=C(Cc1ccc([N+](=O)[O-])cc1)c1ccccc1	-6.2	14.7	-5.8	2.0	-7.0	7.1	3.0	1.0	-0.5
CCCn1c(=O)c(C(=O)Nc2cccc(C)c2)c(O)c2ccccc21	-3.5	15.7	-4.2	0.1	0.9	2.6	3.4	2.6	0.6
COc1ccc(N2CCN(C(=O)C3CCN(C(=O)c4cccc(Cl)c4)CC3)CC2)cc1	-7.3	-4.1	-11.0	0.6	-0.2	6.0	3.7	-3.3	1.5
O=C(CN1CCCCC1)NC1CCc2cc3c(cc21)CCC3 (stereo unspecified)	3.7	-29.6	26.6*	-0.9	-18.4	4.3	-5.1	-5.1	-0.6
COc1ccc(C(=O)NNC(=O)Cc2ccc(Cl)cc2)cc1	-1.5	-17.2	2.1	1.2	-3.6	5.2	-4.4	4.5	0.2
CCn1cc(C(=O)NCC(OC)OC)c(=O)c2cc(S(=O)(=O)N3CCC(C)CC3)ccc21	1.9	-4.7	3.5	0.1	-4.0	4.0	-4.5	-2.5	0.4
O=C(NNC(=O)C1CCCCC1)c1ccco1	-2.0	2.1	8.4	1.1	-2.1	-0.8	-4.9	5.2	0.1
C[C@@H]1CN([C@H](C)CO)C(=O)CCCn2nncc2CO[C@@H]1CN(C)S(=O)(=O)c1cn(C)cn1	5.0	10.0	12.3	0.6	-0.1	1.7	-1.5	-1.8	4.3
CCOC(=O)c1c(C)nc(-c2ccccc2)nc1NC(C)=O	5.3	6.6	2.2	0.9	-4.2	-5.1	-2.3	4.3	14.2
Cc1sc(Cc2nc(O)cs2)nc1-c1ccccc1	4.4	1.5	-7.7	0.6	1.4	3.3	1.4	4.9	0.2
CCOC(=O)c1ccc(COc2ccc(C(C)C)cc2)o1	2.7	16.7	-2.5	-0.4	-4.8	-0.2	1.4	10.9	0.9
Cc1ccc(C)c(NC(=O)CN(C)C(=O)Cn2c(=O)oc3ccccc32)c1	-1.0	-8.6	1.7	1.4	2.0	5.9	-2.2	-2.7	1.1
O=C(NCCCc1ccccc1)C1CCC(CNc2c(N3CCCCC3)c(=O)c2=O)CC1 (stereo unspecified)	2.3	13.2	-13.8	0.2	-0.7	3.9	5.2	-3.1	0.1
Cc1cc(C)c(C)c(C(=O)COC(=O)CNC(=O)CN2C(=O)c3ccccc3C2=O)c1C	4.6	-6.7	6.6	0.6	-3.0	-0.8	-0.6	-2.1	0.3
CN1CCN(CCC(=O)Nc2ccccc2Cl)CC1	-1.5	9.6	-3.8	0.4	-6.8	-2.6	5.8	1.5	0.6
O=C(NCc1ccccn1)c1ccc(OC2CCN(Cc3ccc(F)cc3F)CC2)cc1	-12.8	20.3	-7.8	6.1	-4.4	-4.1	6.3	9.0	2.2
O=C(CSc1nnnn1-c1cccc2c1CCCC2)NC1CCCC1	1.2	15.6	-4.2	4.1	2.1	0.8	-0.7	3.5	2.2
CCOC(=O)C1(S(=O)(=O)c2ccccc2)CCN(Cc2ccccc2)CC1	-6.5	-3.1	7.8	4.0	-1.9	2.3	-2.5	3.8	1.2
Cc1cc(C)nc(SCc2ccc(C(=O)N/N=C/C3CCCCC3)cc2)n1	-1.4	18.8	-1.8	0.8	-1.6	0.9	-3.5	0.6	0.6
C=CCNc1nc(-c2ccc(OC)cc2OC)cs1	10.4	11.8	-0.3	-0.3	-0.3	0.4	-1.9	-3.7	-0.1
CCCOc1ccc(CNC(=O)Cc2cccs2)cc1	-7.5	-8.3	1.9	12.1	-0.9	9.3	-8.7	3.0	5.5
O=C(OCC(=O)N1CCOCC1)c1c(Cl)ccc(Cl)c1Cl	-2.8	12.6	-13.7	1.4	-2.9	2.2	-5.4	-5.6	0.7
FC(F)(F)c1cnc(Oc2cccc3ccccc23)c(Cl)c1	1.3	14.6	0.4	0.2	1.4	1.9	2.8	4.2	0.2
Cc1ccccc1OCCn1c(S(=O)(=O)O)nc2c(N)ncnc21	2.2	-8.6	12.4	0.3	-3.6	-7.2	4.7	-8.9	8.8
Cc1ccc(-c2cc(C(=O)N/N=C/c3c(C)nn(C)c3C)c3ccccc3n2)cc1C	-5.4	20.7	-16.3	8.4	3.4	-4.3	-7.0	-8.8	2.0
CC[C@]12c3[nH]c4cc(CCC(=O)N(C)C)ccc4c3CCN1C(=O)[C@@H](CC(=O)NCCCN(C)C)C[C@@H]2C(=O)N1CCN(C(=O)C2CC2)CC1	1.4	1.9	-1.9	-0.5	0.0	7.7	-2.4	-2.5	0.1
CSc1nc(N)nc2c1ncn2CC(=O)NCC(c1ccccc1)c1ccccc1	-3.0	13.9	-5.3	4.3	0.8	-1.3	-0.3	-12.6	3.5

Brought forward from above: two compounds, then new ones.
structure	M4 PAM	CHO-K1 Ca PAM	CHO-K1 Ca antag	CHRM4 agonist	M5 ag	CHRM5 antagonist	M5 PAM	CHRM4 antagonist	M1 ag parental
CC[C@]12c3[nH]c4cc(CCC(=O)N(C)C)ccc4c3CCN1C(=O)[C@@H](CC(=O)NCCCN(C)C)C[C@@H]2C(=O)N1CCN(C(=O)C2CC2)CC1	1.4	1.9	-1.9	-0.5	0.0	7.7	-2.4	-2.5	0.1
CSc1nc(N)nc2c1ncn2CC(=O)NCC(c1ccccc1)c1ccccc1	-3.0	13.9	-5.3	4.3	0.8	-1.3	-0.3	-12.6	3.5
CC(=O)N1CCN(S(=O)(=O)c2cccc(C(=O)Nc3cc(C(F)(F)F)ccc3N3CCOCC3)c2)CC1	-5.9	8.2	-3.2	1.9	-0.9	-15.5	10.7	-2.2	0.2
CCCN(C(=O)C(C)Oc1cccc(Cl)c1)c1c(N)n(Cc2ccccc2)c(=O)[nH]c1=O (stereo unspecified)	13.8	-16.3	-1.1	0.2	-4.3	-2.8	2.7	0.1	0.1
COc1ccc(C(=O)Nc2ccccc2)cc1S(=O)(=O)NCc1ccco1	-4.8	-22.9	-5.2	1.4	1.7	-1.8	6.4	4.5	1.3
COc1cc2cc(C(=O)N3CCN(Cc4ccc5c(c4)OCO5)CC3)c(=O)oc2cc1OC	5.8	-18.7	3.4	1.5	1.3	9.1	-4.1	3.8	0.6
Cc1ccc2[nH]c3c(=O)n(CC(=O)Nc4ccccc4N4CCN(C)CC4)ncc3c2c1	-16.7	13.3	-10.9	-0.2	-7.0	-8.5	7.5	-2.1	-0.3
CCN(C(=O)CSc1nnc(C)c(=O)[nH]1)c1cccc2ccccc12	9.1	-3.4	-10.0	1.3	2.4	1.7	1.7	-11.0	0.0
COc1ccc(N(C(=O)c2ccco2)C(C(=O)NC2CCCC2)c2cc(OC)c(OC)c(OC)c2)cc1 (stereo unspecified)	-1.2	8.4	-14.1	0.2	-3.6	12.8	-0.5	-2.2	0.7
c1ccc(Cn2nnnc2C(c2ccccn2)N2CCN(c3ccccc3)CC2)cc1 (stereo unspecified)	-7.8	-0.7	15.1	7.1	0.2	3.0	-10.8	8.0	3.1
CCc1ccc(N(C(=O)c2csnn2)C(C(=O)NC2CCCCC2)c2cccnc2)cc1 (stereo unspecified)	5.3	-1.6	-10.5	0.9	1.4	-0.5	0.3	-12.7	0.3
C/C(=N\NC(=O)c1cccc(O)c1)c1cccc(NC(=O)c2ccc(F)cc2)c1	8.8	10.8	-7.2	4.1	-3.7	-2.6	6.0	-24.2	2.2
CCCc1cc(=O)n2[nH]c(NCc3ccc(OC)cc3)nc2n1	8.2	13.7	-5.3	2.0	-3.4	-0.4	-4.2	-11.4	-0.2
Cc1ccc(-n2c(=O)c3sccc3n(CC(=O)NC3CCCC3)c2=O)cc1	2.5	17.1	-13.7	-1.2	-2.4	5.9	2.1	5.3	1.2
CCOC(=O)CCCc1c[nH]c2ccccc12	3.6	9.0	-24.2	-0.9	-4.4	-6.8	-4.4	-3.4	0.8
O=[S@]1Oc2ccccc2-c2ccccc21	-0.4	-20.9	11.8	1.5	14.1	-3.4	7.0	10.3	0.8
COc1ccc(C(=O)CC(=O)C(=O)NCCc2cccc(C)c2)cc1	1.0	27.2	-7.6	0.7	-5.7	6.2	-9.2	-9.2	0.7
O=C(NCCCNC(=O)c1ccccc1Cl)c1cnccn1	1.9	-4.9	5.6	2.1	0.3	13.7	0.4	-0.5	0.5
Cc1ccc(Oc2ccc3c(c2)C(=O)N(c2cccc4cccnc24)C3=O)cc1	-4.1	23.1	-1.8	0.4	1.7	-7.2	4.9	0.7	1.5
O=C(N[C@@H]1C/C=C\C[C@H](CC(=O)N(CCO)Cc2ccccc2)C(=O)N[C@@H](Cc2ccccc2)COC1=O)OCC1c2ccccc2-c2ccccc21	9.8	22.4	-24.6	1.6	-0.8	7.6	2.4	-20.2	1.3
Cc1cccc(-n2ncc3c(N(CCO)CCO)ncnc32)c1	-1.0	-1.9	1.5	5.4	2.7	1.4	-9.8	1.7	1.9
CCc1ccc(OCc2nnc(-c3ccccc3Br)o2)cc1	1.4	2.5	-4.8	-1.6	-1.8	4.6	2.7	-3.4	-0.2
Cc1cccc(NS(=O)(=O)c2ccc3c(c2)oc(=O)n3C)c1C	-6.6	0.3	1.7	2.7	-0.5	3.1	-0.8	5.6	0.6
Cc1cccc(N2CC(C(=O)Nc3nnc(SCC(=O)NCC4CCCO4)s3)CC2=O)c1 (stereo unspecified)	-3.8	-9.4	3.4	0.8	0.5	6.1	-7.5	9.2	0.0
Nc1ccc(S(=O)(=O)NC2(C(F)(F)F)NC(=O)N(c3ccc(F)cc3)C2=O)cc1 (stereo unspecified)	-7.5	-10.1	-4.9	0.4	-1.8	-1.1	-0.8	-10.6	0.0
CCOC(=O)N1CCC(NC(=O)c2cc(S(=O)(=O)N3CCCCC3)ccc2F)CC1	-0.3	4.8	-8.3	3.7	1.3	3.9	5.1	2.0	1.6
COc1ccc2c(c1)CCc1c(C(=O)Nc3cc(C)n(Cc4ccc(Cl)cc4)n3)noc1-2	5.7	20.6	-12.6	0.4	-3.1	9.9	-3.1	3.7	3.7
O=C(NCCS(=O)(=O)NCc1ccccc1)c1ccc2c(c1)OCO2	-1.4	3.5	2.8	-0.9	-0.5	3.9	-0.9	1.9	0.6
CCN(CC)S(=O)(=O)c1ccc(OC)c(NC(=O)c2cccc([N+](=O)[O-])c2C)c1	-1.5	0.3	8.5	8.1	1.7	1.9	-6.1	-8.8	2.7
COc1cccc(-c2ccc(NC(=O)C3CCCN(Cc4ccco4)C3)cc2)c1 (stereo unspecified)	-4.8	8.9	-6.8	7.8	-6.2	4.1	-5.2	7.5	1.6
